From PubChem
Cneo AK release = Cryptococcus neoformans lysis via adenylate kinase release; C. neoformans lysis, adenylate kinase release luminescence, 4 h; normalised: neutral wells 0, clomiphene wells 100; lysis activity, % at 15 µM; 360,000 compounds, 0.2% hits; AID 651654;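 active means mean lysis activity across replicates of at least 80%, whatever share of replicates individually reach that level; inactive means mean lysis activity below 80%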
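Test system: log-phase Cryptococcus neoformans yeast cells. Input: 5 × 10^6 yeast cells/mL. Medium: fresh YPD growth medium. Doses: single dose. Incubation: static 4 h at 37 °C with compound, 1 h detection. Measured by: luminescent adenylate kinase detection reagent. Read-out: signal increase indicating cell lysis. Benchmarks: Clomiphene.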
Xi reactivation = X-chromosome reactivation activator; activation, % at 7.58 µM; XiGFP mouse fibroblasts, % GFP-positive cells imaging, 3 d; cells co-treated with 5-aza-dC sensitizer; scaled so ellipticine positive control = 100%; AID 743238; 360,000 compounds, 0.055% hits;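 active means mean normalized replicate activation at least 10% and every replicate at or above 10%; inconclusive means only one of the two criteria met; inactive means mean below 10% and not all replicates reach 10%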;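 further: 0% = median of on-plate neutral control wells and 100% = ellipticine 6 µM median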
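Material: SV40-immortalized XiGFP fibroblast cells, line 68-5-11 | Buffer or medium: DMEM containing 5-aza-dC | Dosing: One concentration, pinned | Times: 3 d treatment, 15 min room-temperature fixation | Controls: Ellipticine 6 µM positive control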
SIRT5 inh = sirtuin-5 (human) deacylase inhibition | Purified SirT5, succinyl-peptide AMC, trypsin-coupled fluorescence | inhibition, % at 15 µM | 330,000 compounds, 1.1% hits | AID 652115; in the data active means inhibition above about 15%; inconclusive means no clear call, values can overlap the other calls
Target sequence (Q9NXA8 whole entry, looked up): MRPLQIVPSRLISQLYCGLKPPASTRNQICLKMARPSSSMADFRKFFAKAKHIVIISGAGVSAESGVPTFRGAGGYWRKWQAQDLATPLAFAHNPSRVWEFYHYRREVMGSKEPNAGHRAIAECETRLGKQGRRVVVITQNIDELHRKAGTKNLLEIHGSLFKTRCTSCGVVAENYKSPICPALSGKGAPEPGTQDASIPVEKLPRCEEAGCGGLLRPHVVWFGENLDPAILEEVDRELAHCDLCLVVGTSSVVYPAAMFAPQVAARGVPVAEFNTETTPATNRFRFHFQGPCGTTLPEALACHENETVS
S100A4 MyoIIA = inhibitors of human S100A4 binding to myosin IIA peptide; 360,000 compounds, 0.14% hits; AID 652163; inhibition, % at 10.7 µM; S100A4/TAMRA-MyoIIA peptide fluorescence polarization; P26447;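 active means mean inhibition of at least 70% across replicates, with every replicate also reaching that level; inconclusive means mean inhibition reaches 70% but some replicates fall short; inactive means mean inhibition below 70%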
Target sequence (P26447 whole entry, looked up): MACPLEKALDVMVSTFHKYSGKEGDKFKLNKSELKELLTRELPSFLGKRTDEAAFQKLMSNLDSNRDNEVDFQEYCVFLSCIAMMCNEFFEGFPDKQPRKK
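Compound dosing: one dose per compound; test system: human S100A4 monomer with TAMRA-labelled myosin IIA peptide; probe or stimulus: TAMRA-labelled myosin IIA heavy-chain peptide probe, 5 nM; medium: HEPES buffer with Ca2+, pH 7.2; schedule: 5 min incubation before reading; benchmarks: neutral control DMSO, positive control TFP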
ERAP1 inh = inhibitors of human ERAP1 aminopeptidase; Q9NZ08; recombinant ERAP1, Leu-AMC fluorescence, 60 min; inhibition, % at 10.7 µM; 340,000 compounds, 0.15% hits; AID 652197;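 active means mean replicate inhibition of at least 30%, or all replicates individually reaching that 30% level; inactive means mean below 30% and not every replicate reaching it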;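 further: 0% = neutral control wells and 100% = L-leucinethiol positive control wells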
C2C12 statin = suppression of simvastatin myotoxicity | C2C12 myotubes + simvastatin, ATP luminescence, 48 h; scaled: DMSO 0, geranylgeraniol control 100 | rescue of ATP level, % at 7.49 µM | 330,000 compounds, 0.78% hits | AID 602340;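 active means mean ATP rescue above about 67%, or every replicate alone reaching that limit, limit read from the data, passing the limit was not always enough; inconclusive means no clear call, values can overlap the other calls; inactive means mean under the limit and some replicate under it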;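 further: myotubes were challenged with 10 µM simvastatin during compound exposure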
PGC1a acetyl inh = modulators of PGC1a acetylation | U2OS PGC1a acetylation, AlphaScreen anti-acetyl-lysine; with virally co-expressed GCN5 acetyltransferase | inhibition, % at 15.6 µM | 350,000 compounds, 0.17% hits;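 active means every replicate shows inhibition of at least 40%; inconclusive means mean inhibition at least 40% but some replicate below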;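 further: 0% = neutral control wells and 100% = positive control wells; some results beyond the cut were filed as inactive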
LGR2 inh = Drosophila LGR2 receptor signaling inhibition; HEK293 LGR2, CRE-luciferase, bursicon-stimulated, 4 h; 380,000 compounds, 0.35% hits; inhibition, % at 9.99 µM;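 active means drop in luminescence signal, shown as inhibition above about 50% in the replicate tests, limit read from the data, passing the limit was not always enough; inconclusive means probably only some replicates passing the limit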;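 further: agonist challenge used bursicon conditioned medium at about half maximal strength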
Starred values were filed as active, the others as inactive; ? = inconclusive; nt = no result given; & = joins results of further samples.

SMILES	Cneo AK release	Xi reactivation	SIRT5 inh	S100A4 MyoIIA	ERAP1 inh	C2C12 statin	PGC1a acetyl inh	LGR2 inh
Oc1ccc(Cl)cc1CNCc1ccc(C(F)(F)F)cc1	0	-0.2	-1	-3	-8	-7	-15	-17
COc1cccc(NC(=O)CSc2nc(C3CC3)nc3ccccc23)c1	-1	0.4	-6	-2	-2	3	nt	-6
COc1ccc(CN2C(=NC(=O)C3CCCO3)SC3CS(=O)(=O)CC32)cc1OC (centres undefined)	1	0.2	-2	6	1	18	-4	-4
Cc1noc(C)c1C(=O)Nc1cccc(S(=O)(=O)N2CCCCC2)c1	-1	0.1	-10	-1	1	2	2	-12
Cc1ccc(NC(=O)CN(C)C(=O)c2ccc(C(F)(F)F)cc2)cc1	nt	0.3	-3	2	-7	nt	nt	-11
COc1ccc(OC)c(NC(=O)CSc2nnc(CNC(=O)c3cc(OC)c(OC)c(OC)c3)o2)c1	-1	0.1	-1	-3	-6	-1	-5	2
COc1cccc(CNC(=O)CCC2CCCN(C(=O)c3ccc(OC)o3)C2)c1 (centres undefined)	2	0.0	nt	-12	-2	-2	0	1
COc1cc(C(=O)NNC(=O)CNC(=O)c2ccc(Br)o2)cc(OC)c1OC	3	0.0	-2	0	-1	nt	-3	10
O=C(Cc1ccncc1)NCC[C@@H]1CC[C@H](NC(=O)Nc2ccc(F)cc2)[C@@H](CO)O1	1	-0.3	3	0	-1	-1	-3	3
O=C(NCc1ccccn1)c1cc(-c2ccc(Br)cc2)nc2ccccc12	-2	0.0	-2	-2	-1	-12	4	-10
CCCC(C)C(=O)Nc1ccc(F)c(Cl)c1 (centres undefined)	1	0.2	1	0	-2	-3	-11	22
CCCNC(=O)N[C@@H]1CC[C@@H](CCNS(=O)(=O)c2cccc(F)c2)O[C@H]1CO	-2	-0.5	-5	-7	2	-8	6	7

The closing 2 entries of the section before are carried over, then new ones follow.
SMILES	Cneo AK release	Xi reactivation	SIRT5 inh	S100A4 MyoIIA	ERAP1 inh	C2C12 statin	PGC1a acetyl inh	LGR2 inh
CCCC(C)C(=O)Nc1ccc(F)c(Cl)c1 (centres undefined)	1	0.2	1	0	-2	-3	-11	22
CCCNC(=O)N[C@@H]1CC[C@@H](CCNS(=O)(=O)c2cccc(F)c2)O[C@H]1CO	-2	-0.5	-5	-7	2	-8	6	7
Cc1ccc(NC(=O)c2cc(S(=O)(=O)N3CCCC3)cn2C)cc1	0	0.0	1	4	1	7	nt	23
CC1(C(=O)NS(=O)(=O)c2cccs2)CCN1C(=O)C1CC1 (centres undefined)	6	-0.1	0	-3	5	-5	5	18
COc1ccc(S(=O)(=O)Nc2cccc3c2O[C@@H](CN(C)C(=O)NC2CCCCC2)[C@@H](C)CN([C@@H](C)CO)C3=O)cc1	-8	0.0	6	1	-3	-6	-5	6
Cc1ccc(-c2ccc3c(c2)O[C@H](CN(C)C(=O)C2CCCCC2)[C@H](C)CN([C@@H](C)CO)S3(=O)=O)cc1	nt	-0.6	nt	nt	nt	-78	19	8
CCOc1ccc2nc(NC(=O)CN3CCN(CC)CC3)sc2c1	10	0.0	-1	0	-1	-4	9	5
CCC(=O)NC(=S)Nc1ccc(NC(=O)c2cc3ccccc3o2)c(OC)c1	nt	0.0	9	3	-1	nt	-8	19
O=[N+]([O-])c1cc(Cl)ccc1N1CCCC1	0	0.7	0	-4	-2	-8	6	-9
O=C(CN1CCC(O)(c2ccc(F)cc2)CC1)NCc1ccc(F)cc1	-1	nt	nt	nt	nt	8	-17	1
CCOC(=O)C1=C(C)N(Cc2ccc(C(=O)O)cc2)C(=O)NC1c1ccc([N+](=O)[O-])cc1 (centres undefined)	1	0.2	4	0	-13	9	15	0
CC(C)NC(=O)N1[C@H](CNC(=O)CN(C)C)[C@H](c2ccccc2)[C@@H]1CO	7	0.6	-10	0	-4	-9	9	22
CCCCCCCCN1C(=O)[C@H](CC(=O)NCCCOC)C[C@@]2(C(=O)OC)CC(C)(C)CC=C12	nt	0.1	nt	-7	0	nt	nt	21
COc1ccc(N=C(C)C2=C(O)CSC2=O)cc1	-9	nt	-3	-1	4	-3	nt	-44
CC(C)CCN(Cc1ccco1)S(=O)(=O)c1ccc(-c2ccc(=O)[nH]n2)s1	4	0.0	2	-2	0	57	nt	6
COc1ccc2nc(SCCC(=O)O)cc(C)c2c1	nt	0.0	-2	-1	-2	nt	0	-3
CC(C)NC(=O)Nc1ccc2c(c1)C(=O)N([C@@H](C)CO)C[C@@H](C)[C@@H](CN(C)Cc1ccc(-c3ccccc3)cc1)O2	6	0.0	12	5	-1	-24	3	2
COCC(=O)N1[C@@H]2c3ccc(/C=C/c4ccccc4)c(=O)n3C[C@H]1[C@H](CO)[C@H]2C(=O)N1CCOCC1	-1	0.2	-103	10	108*	20	nt	-7
O=C(Cn1cnc2ccccc2c1=O)c1c[nH]c2ccccc12	-2	nt	-1	-4	3	3	1	0
CC(C)(C)OC(=O)[C@H](Cc1ccccc1)NC(=O)c1nc[nH]c1C(=O)N1CCN(c2ccccc2)CC1	-1	0.0	nt	-4	nt	-3	-5	18
COC(=O)c1cc(C(=O)N2CCN(c3cccc(Cl)c3)CC2)cc([N+](=O)[O-])c1	nt	0.3	0	6	-2	-5	-78	-5
CCCCCC(=O)Nc1nc(C)c(-c2csc(Nc3cc(Cl)ccc3OC)n2)s1	2	0.0	24*	-6	0	-34	3	-1
COC(=O)C(C)(C)ONC(=O)Nc1ccccc1Br	1	0.0	-1	-3	1	nt	3	3
O=C1CSC(=Nc2ccc(Cl)cc2)N1Cc1ccco1	nt	-0.1	11	1	nt	1	?	2
N/C(Cc1ccc([N+](=O)[O-])cc1)=N\OC(=O)Cc1ccccc1	nt	0.1	-7	-15	-2	nt	-2	2
CN1c2ccc(Br)cc2[C@H]2[C@H](CCN2C(=O)C2CCCC2)[C@H]1CO	nt	0.0	-2	11	1	nt	9	5
O=C(NCCCSc1ccccc1)c1cc(Br)ccc1O	-6	-0.1	-2	1	-7	nt	-6	18
CC(=O)c1ccc(NC(=S)NC(=O)c2c(Cl)c(C)nn2C)cc1	0	nt	nt	nt	nt	-6	4	23
C[C@H](CO)N1C[C@H](C)[C@@H](CN(C)C(=O)CN2CCOCC2)Oc2cc(/C=C/c3ccccc3)ccc2S1(=O)=O	4	-1.3	1	0	0	-3	28	-4
O=C(NCC1CC1)[C@H]1[C@H](CO)[C@H]2Cn3c(ccc(-c4cccnc4)c3=O)[C@@H]1N2C(=O)C1CCC1	11	0.1	-43	11	3	-8	nt	-21
COc1cccc(C2C(C#N)=C(N)SC(c3ccccc3)C2[N+](=O)[O-])c1 (centres undefined)	4	0.2	-1	3	-3	-4	nt	nt
CCCNC(=O)N1C[C@@H]2[C@H](c3ccccc31)[C@@H](CO)N2Cc1cccc(OC)c1	-2	0.0	-2	10	-4	12	15	-4
N#C/C(=C\c1ccccc1)C(=O)OCC(=O)N1CCCC1	nt	0.2	-2	-5	1	nt	-3	-1
C[C@H](CO)N1C[C@H](C)[C@@H](CN(C)S(=O)(=O)c2cn(C)cn2)Oc2ccc(NS(=O)(=O)c3ccc(F)cc3)cc2CC1=O	-4	-0.4	-1	-20	1	12	9	4
C[C@H]1CN([C@@H](C)CO)C(=O)c2cc(NC(=O)NC3CCCCC3)ccc2O[C@H]1CN(C)C(=O)Nc1ccc(C(F)(F)F)cc1	8&1	0.1&0.0	2	0	-3	-18&4	-2&4	1&0
O=C(Cn1cncn1)N/N=C/c1cccc(Cl)c1	-4	0.8	0	0	-2	nt	8	-3
C[C@H](CO)N1C[C@H](C)[C@@H](CN(C)Cc2ccc(C(=O)O)cc2)Oc2c(NC(=O)C3CCOCC3)cccc2C1=O	-2	0.4	4	3	0	-29	17	-10
O=C(N=C1SC2CS(=O)(=O)CC2N1c1ccc(F)cc1F)C1CC1 (centres undefined)	2	0.0	17*	-3	-6	-8	3	20

Three compounds from above, ordered by the value under SIRT5 inh, ascending.
Compound,SIRT5 inh
N#C/C(=C\c1ccccc1)C(=O)OCC(=O)N1CCCC1,-2
COc1cccc(C2C(C#N)=C(N)SC(c3ccccc3)C2[N+](=O)[O-])c1 (centres undefined),-1
O=C(Cn1cncn1)N/N=C/c1cccc(Cl)c1,0

Further records follow.
SMILES	Cneo AK release	Xi reactivation	SIRT5 inh	S100A4 MyoIIA	ERAP1 inh	C2C12 statin	PGC1a acetyl inh	LGR2 inh
CCCC#Cc1ccc([C@@H]2[C@@H](CO)N3CCCCN(C(=O)NC4CCCC4)C[C@H]23)cc1	38	0.2	0	2	-2	-32	-3	7
O=C(O)c1cccc(N/N=C/c2cccc3ccccc23)c1	0	0.0	10	-4	-15	6	3	-19
CC(C)NC(=O)N(C)C[C@H]1Oc2c(NC(=O)Nc3ccc4c(c3)OCO4)cccc2C(=O)N([C@@H](C)CO)C[C@@H]1C	-1	-1.3	nt	nt	nt	5	-1	6
Cc1ccsc1/C=C1/SC(=O)N(CC(=O)N2CCCC2)C1=O	2	0.0	-3	5	-1	-3	nt	-26
Cc1cc(C)c(S(=O)(=O)NCc2ccc3c(c2)cc(C)n3C)c(C)c1	1	0.0	-2	83*	-3	-24	9	33
COc1ccc(S(=O)(=O)NCc2csc(-c3cccnc3)n2)cc1	0	-0.1	0	-2	6	-10	3	0
Cc1ccc([N+](=O)[O-])cc1NC(=O)c1ccccc1	1	0.0	nt	-3	0	7	2	-13
COc1ccccc1N=Nc1c(C)noc1C	nt	0.1	-4	1	nt	-9	nt	-4
Cc1nc(NC(=O)c2ccco2)sc1C(=O)O	-1	0.0	-7	5	1	-114	7	13
CC1CCN(S(=O)(=O)c2ccc(S(=O)(=O)NCc3ccccc3)cc2)CC1	4	nt	nt	nt	nt	4	-7	-4
Cc1ccc(-n2cc(CN(C)Cc3nccn3C)c(-c3ccc(F)cc3)n2)cc1	-4	0.0	4	-5	12	-23	2	11
O=C(NC12CC3CC(CC(C3)C1)C2)c1cc(F)c(F)cc1Cl	-3	0.2	-3	3	nt	5	32	4
COC(=O)C[C@H]1C[C@@H]2c3cc(NC(=O)CC4CC4)ccc3O[C@@H]2[C@H](CO)O1	-2	0.4	-5	-1	1	1	-8	3
CN(CCc1ccccn1)C(=O)c1cc(COc2ccc(F)cc2F)on1	2	0.0	-3	4	0	nt	18	-2
COc1cccc(CN2CCCCN3[C@@H](CO)[C@@H](c4ccc(C#Cc5cccnc5)cc4)[C@@H]3C2)c1	-2	0.2	1	2	8	14	10	12
COc1ccc(C2/C(=C(/O)c3ccc4c(c3)CC(C)O4)C(=O)C(=O)N2CCCN2CCOCC2)cc1OC (centres undefined)	4	0.1	-3	-6	2	4	nt	-10
Nc1nc(=S)c2ncn(C3CCCCC3)c2[nH]1	-1	0.1	nt	1	1	-1	-13	5
CCN(CC)CCn1c2ccccc2c2n[nH]c(=S)nc21	-1	0.3	-1	-4	11	7	nt	2
CCCNCC1C(Oc2ccc(Cl)cc2Cl)C(=O)N1c1cccc(C)c1C (centres undefined)	nt	0.4	-1	4	0	nt	nt	8
Cc1c(NC(=S)N/N=C/c2ccc(Br)cc2)c(=O)n(-c2ccccc2)n1C	nt	0.0	-1	0	nt	nt	nt	13

The list is partial (hit frequency here may not be typical).
